L major viab: Leishmania major promastigote growth inhibition | Leishmania major promastigotes, resazurin fluorescence viability | inhibition, % at 10 µM | actives 9% (n = 200,000) | AID 1063;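 further: promastigotes grown with compound for 44 hours at 28 °C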
PMI act satM6P: PMI (human) activation, high substrate | activation factor at 20 µM | actives 0.34% (n = 190,000) | coupled PMI enzyme assay, resazurin fluorescence, 20 min; hits give high values; 1 = untreated enzyme, 0 = substrate-free blank | P34949 | AID 1216;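 active means activation factor of 2 or more at 20 µM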
Target sequence (P34949 whole entry, looked up): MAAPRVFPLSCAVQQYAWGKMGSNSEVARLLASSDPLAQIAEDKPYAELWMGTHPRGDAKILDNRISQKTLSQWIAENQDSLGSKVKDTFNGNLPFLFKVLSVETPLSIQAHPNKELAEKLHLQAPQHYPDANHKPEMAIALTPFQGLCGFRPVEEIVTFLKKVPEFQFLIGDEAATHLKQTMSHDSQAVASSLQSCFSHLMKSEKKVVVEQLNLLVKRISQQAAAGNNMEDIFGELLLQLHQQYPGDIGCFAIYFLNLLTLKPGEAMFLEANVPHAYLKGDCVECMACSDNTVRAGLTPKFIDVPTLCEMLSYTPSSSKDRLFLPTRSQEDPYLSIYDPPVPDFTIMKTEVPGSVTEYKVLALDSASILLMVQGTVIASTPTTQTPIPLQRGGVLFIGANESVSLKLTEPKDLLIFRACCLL
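Material: human phosphomannose isomerase with PGI, G6PDH, diaphorase coupling enzymes / Reagent: Man-6-P substrate 1.0 mM / Dosing: single compound dose of 20 µM, 1% DMSO final / Incubation: enzyme reaction with compound 20 min at room temperature / Signal: resorufin fluorescence (Ex 544/Em 590 nm) from resazurin via diaphorase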
PMI act: increases human mannose-6-phosphate isomerase activity | P34949 | AID 1214 | purified human PMI, coupled resazurin fluorescence, 20 min; hits give high values; 1 = vehicle control, 0 substrate-free wells | activation factor at 20 µM | actives 0.005% (n = 190,000);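 active means activation factor of 2 or more at 20 µM, relative to plate controls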
Diaph act CS: diaphorase activation or chemical reduction counter-screen. actives 0.005% (n = 190,000). activation factor at 20 µM. AID 1229. Diaphorase/resazurin coupled assay, resorufin fluorescence, 16 min; hits give high values; 1 = vehicle wells, 0 = NADH-free wells;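 active means diaphorase activity raised at least twofold by the compound at 20 µM; inactive means activation factor below 2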
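Test system: Clostridium kluyveri diaphorase, purified enzyme; input: enzyme 0.07 U/mL final; buffer or medium: 50 mM HEPES pH 7.4 with 4.542 mM MgCl2, 0.005% Tween 20; also added: 0.114 mM NADH and 0.1 mM resazurin, final amounts; schedule: 16 min enzyme reaction, ambient temperature; technique: fluorescence of resorufin, 544 nm excitation, 590 nm emission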
S1P3 antag: S1P3 (human) receptor antagonism | Q99500 | CHO S1P3 NFAT-BLA reporter, FRET fluorescence, antagonist mode | inhibition, % at 4.98 µM | actives 0.27% (n = 170,000) | AID 485;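 active means inhibition above the plate cutoff, the mean inhibition of test wells on that plate plus 3 SD, cut at about 28% in these data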;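 further: cells challenged with S1P at its EC80 of 0.8 µM; blue over green emission ratio from cleaved BLA substrate after 4 h stimulation; 0% = S1P-stimulated wells and 100% = unstimulated DMSO-only wells; some compounds past the cut are filed as inactive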
Target sequence (Q99500 whole entry, looked up): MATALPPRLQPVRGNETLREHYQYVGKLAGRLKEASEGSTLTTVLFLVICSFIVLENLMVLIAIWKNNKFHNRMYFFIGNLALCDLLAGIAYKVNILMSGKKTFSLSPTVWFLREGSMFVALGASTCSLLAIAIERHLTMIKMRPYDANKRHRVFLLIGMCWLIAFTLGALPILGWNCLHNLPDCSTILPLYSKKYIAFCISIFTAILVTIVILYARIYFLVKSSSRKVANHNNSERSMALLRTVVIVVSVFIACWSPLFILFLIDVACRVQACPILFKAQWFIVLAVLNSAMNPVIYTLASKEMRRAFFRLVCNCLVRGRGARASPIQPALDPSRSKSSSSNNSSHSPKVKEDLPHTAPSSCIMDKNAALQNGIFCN
RAM network inh: yeast RAM network inhibition; inhibition, % at 50 µM; AID 868; actives 1.8% (n = 190,000); S. cerevisiae dse1pr::URA3 reporter, 5-FOA growth OD615, 2 d; analog-sensitive cbk1-as2 kinase mutant strain;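 active means inhibition above a set limit, 3 SD over mean compound inhibition, cut at about 8.4% in these data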;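 further: 0% = DMSO-only wells with no growth and 100% = 10 µM 1-NA-PP1 full growth; inhibition rescues growth on 5-FOA so higher OD means more RAM inhibition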
TLR4 MyD88 comp: inhibitors of human TLR4-MyD88 binding | O00206+Q99836 | actives 0.18% (n = 200,000) | HeLa CL3-4 TLR4/MyD88 BLA complementation, FRET ratio | inhibition, % at 8.4 µM | AID 861; in the data active means inhibition above about 25%;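 further: 0% = vehicle and 100% = reference inhibitor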
DTT redox prof: compounds producing H2O2 with reducing agent – biochemical, NIH compound library profiling, artefact control for MLSCN library redox annotation, primary screen; DTT-dependent redox cycling H2O2, phenol red/HRP absorbance; 100% = 100 µM peroxide control, 0% = buffer; activation, % at 10 µM; actives 0.03% (n = 200,000);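 active means activation of at least 50% relative to the plate's high and low controls in the primary single-dose screen; inactive means activation below 50%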;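 further: compound incubated with DTT at 0.8 mM final as the reducing agent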
G6PDH CS: L. mesenteroides G6PDH inhibition counter-screen; Purified L. mesenteroides G6PDH, diaphorase/resazurin coupled fluorescence, 45 min; inhibition, % at 5 µM; actives 0.12% (n = 200,000)
Hsp70 activator: transcriptional activators of Hsp70; AID 1203; actives 0.04% (n = 200,000); HeLa Hsp70 promoter luciferase reporter, luminescence; scaled: vehicle 0, proteasome-inhibitor control 100%; activation, % at 10 µM;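 active means activation above the mean across all tested compounds plus 3 SD, cutoff set per campaign, cut at about 5.5% in these data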;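 further: 100% = MG132 at 30 µM as the positive control and 0% = DMSO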
Diaph inh CS: counter-screen for diaphorase-based assays: diaphorase inhibitors and chemical oxidizers; diaphorase resazurin-to-resorufin fluorescence, NADH, 16 min; bacterial (C. kluyveri) enzyme, not human; inhibition, % at 20 µM; actives 0.69% (n = 190,000);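 active means primary screen inhibition at 20 µM above a set limit, cut at about 50% in these data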;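 further: plate controls were DMSO with full reaction for no effect and wells lacking NADH for full effect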
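Test system: diaphorase enzyme from Clostridium kluyveri; amount: diaphorase at 0.14 U/mL in enzyme working solution; detection: fluorescence of resorufin formed from resazurin, Ex 544/Em 590 nm; times: reaction incubation of 16 min at room temperature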
Numbers without * were called inactive; / = not tested or not shown. Unless noted, no stated cut-off is given here; in the data, active means inhibition above about 50%; inactive means the rest.

SMILES	L major viab	PMI act satM6P	PMI act	Diaph act CS	S1P3 antag	RAM network inh	TLR4 MyD88 comp	DTT redox prof	G6PDH CS	Hsp70 activator	Diaph inh CS
Oc1ccc(Cl)cc1/C=C/c1ccc2cccc(O)c2n1	89*	0.9	0.9	0.8	-13	-0.5	-4	0.5	11	0.1	25
Nc1ccccc1-c1ccccc1N	-4	0.8	0.9	0.9	5	3.5	-1	-0.6	18	-0.1	6
Cc1ccc(NC(=O)CCSc2nnc(Cc3ccccc3)o2)cc1	26	1.1	0.8	0.9	-4	2.5	-9	-0.9	6	-0.4	13
Cc1ccc(S(=O)(=O)NCc2ccncc2)cc1C	-5	1.1	1.1	0.9	13	-0.7	-10	0.6	11	0.3	7
Cc1ccc(NC(=O)c2csc3c2CCCC3)cc1	12	0.9	0.9	0.9	-4	0.8	-4	-2.2	11	-0.1	8
CNC(=O)CSc1nc(N)c2c3c(sc2n1)CCC3	1	0.9	0.9	0.8	/	0.7	-8	1.8	7	-0.5	18
CCOc1ccccc1Oc1coc2cc(O)ccc2c1=O	6	1	1	0.9	3	2.6	-6	0.0	4	-0.1	12
Cc1ccc2nc(-c3ccccc3)c(NC(=O)c3ccco3)n2c1	2	1	1	0.9	/	2.4	11	1.2	11	-0.1	7
CN(C)S(=O)(=O)c1ccc(Cl)c(NC(=O)COC(=O)c2cc(-c3ccccc3)nc3ccccc23)c1	13	0.9	0.9	0.8	6	4.0	7	-0.3	8	-0.4	16
COC(=O)c1cnc2ccccc2n1	-7	1.1	1.1	1.1	/	-0.1	-2	3.1	1	-0.1	-11
CCNc1nc(NCC)nc(ON=C(C)C)n1	-4	1	1	0.9	/	0.9	-6	-3.6	2	-0.1	10
CCOc1ccc(/C=N/Nc2cc(=O)n(C)c(=O)n2C)cc1	71*	0.5	0.9	0.8	1	2.0	-8	0.0	-2	-0.3	23
COc1ccc(Cc2nnc(SC)[nH]c2=O)cc1OC	-2	1.3	1.3	1	/	-0.1	5	-0.7	12	-0.2	-4
CC1Cc2ccccc2N1C(=O)Cn1nnc(-c2ccccc2NC(=O)C2CCC2)n1 (stereo unspecified)	2	0.9	0.9	0.8	/	2.8	1	0.6	6	0.1	23
Cn1nc(-c2ccc(Cl)cc2)c2cc(C(=O)N3CCCC3)sc21	-2	0.9	0.8	0.8	12	2.7	7	-0.8	2	-0.5	16
O=C(COc1ccc([N+](=O)[O-])cc1)Nc1ccc(C(=O)Nc2ccccc2C(=O)O)cc1	-11	1	1.1	0.8	-4	1.1	1	-0.3	11	-0.4	22
Cc1ccc2nc(-c3ccc(NC(=O)CSc4ccccc4)cc3)[nH]c2c1	24	0.9	0.9	1.1	/	3.0	-3	1.6	-56	0.0	-12
COCCN(C(=O)/C=C/c1ccccc1)c1nnc(-c2cccnc2)s1	-3	1.1	1.2	0.9	-6	4.1	2	1.1	-2	-0.4	10
COC(=O)c1cc(=O)c2ccc(OC)cc2o1	/	1	1.1	0.9	-19	/	/	/	2	/	9
Cc1ccc(N=Cc2nc(-c3ccco3)oc2O)cc1	18	0.8	0.9	0.8	8	4.4	-6	1.9	10	-0.3	15
CCOC(=O)Cn1c(=NC(=O)CSC(C)=O)sc2cc(F)ccc21	-8	0.9	1	0.9	/	3.6	-9	-0.5	-16	-0.3	6
Cn1c(SCC(N)=O)nnc1-c1cnccn1	-4	1	1	1.2	-7	1.5	-1	-0.5	14	2.1	-19
CCOCCCNC(=S)N1CCC(NC(=O)c2ccco2)CC1	-4	1.1	1.1	1	0	0.0	-3	-0.5	1	0.1	3
O=C(C1COc2ccccc2O1)N1CCn2c(nc3ccccc32)C1 (stereo unspecified)	-6	1	1	0.9	15	0.0	4	0.3	-1	-0.2	8
CCC(C)NC(=O)CSc1nc2ccccc2c(=O)n1-c1c(C)n(C)n(-c2ccccc2)c1=O (stereo unspecified)	-4	1	1	0.9	-11	1.6	16	0.1	11	0.1	10
O=C(O)c1ccc2c(c1)ncn2C1CCCC1	0	1.1	1.1	0.9	-25	1.9	-12	-0.4	0	-0.1	9
O=C(CSc1nnc(-c2cccnc2)n1Cc1ccco1)c1ccc2ccccc2c1	-3	1.1	1.1	0.7	-58	1.0	1	0.1	9	-0.2	29
COc1ccc(-c2nnc(-c3ccc(N)cc3)o2)cc1	100*	1	1	1	-9	1.5	2	1.3	-13	0.1	3
CCOC(=O)c1nn(-c2cccc(C)c2)c2nc(-c3ccccc3)c(C#N)c(=O)n12	-1	1	0.9	1	/	3.2	-4	0.3	7	0.0	-1
COc1ccc(O[C@H]2C=C[C@@H](c3ccccc3)O[C@@H]2COC(=O)CC/C(C)=N/OC[C@@H](O)[C@H]2O[C@@H]3OC(C)(C)O[C@@H]3[C@H]2O)cc1	8	1	1	0.9	3	0.4	-9	0.4	7	-0.2	13
Cc1cc(C)c(NC(=O)C2CCCCN2C)c(C)c1 (stereo unspecified)	8	1.1	1.1	1	/	0.3	1	0.2	5	0.3	3
CCOC(=O)C(NC(=O)Nc1ccc(F)cc1F)(Oc1ccc(F)cc1)C(F)(F)F (stereo unspecified)	-2	0.9	1	0.8	-1	-0.2	-2	-0.3	-1	0.1	20
Cn1c(=O)c2c(nc(N/N=C/c3ccc(OC(=O)c4ccco4)cc3)n2Cc2ccccc2)n(C)c1=O	61*	1	1.1	1	-16	7.2	-10	0.0	-4	-0.3	0
Cc1ccc(N=C2NC(=O)CS2)c(C)c1	3	0.9	0.9	0.9	-10	0.2	-9	-1.4	-5	-0.4	8
COc1ccc(C(=O)N2CCN=C2SCc2cccnc2)cc1OC	0	1	0.9	0.8	4	1.1	-15	-2.0	-4	0.0	18
COc1ccc(/C=C/C(O)=C2/C(=O)NC3(C)CC2c2ccccc2O3)c(OC)c1OC (stereo unspecified)	47	1.1	1.1	0.9	-2	6.2	5	-0.5	5	1.0	5
CCCCn1nnnc1NCc1ccc(OC)c(OC)c1OC	-6	1.1	1.1	0.9	-12	-0.6	-7	2.1	4	-0.2	8
CC1=NN(C(C#N)c2ccccc2C)C(C)(C)C1 (stereo unspecified)	-1	1	1	0.9	-1	0.6	4	-0.3	1	-0.2	12
C=CCn1c(CNC(=O)CCC)nc2ccccc21	-1	/	/	/	3	/	-13	1.1	/	-0.3	/
CNS(=O)(=O)c1cccc(C(=O)NCC(c2cccs2)N(C)C)c1 (stereo unspecified)	-6	1	1	0.9	/	-0.2	-8	-0.8	5	-0.3	12
CCOC(=O)Nc1ccc2c(C)cc(=O)oc2c1	8	1	0.9	0.9	6	2.5	9	11	18	0.0	10
CCNc1nc(OCCNC(C)=O)nc(N(C)C)n1	-1	0.9	0.9	1	/	-0.3	-11	-0.1	4	-0.1	-1
COC(=O)c1[nH]c2cc(OC)ccc2c1NC(=O)CCN1CCN(Cc2ccc3c(c2)OCO3)CC1	14	1	0.9	0.9	-16	0.7	-8	0.2	4	-0.4	6
CCO[C@H]1OC(C(=O)NCc2ccccc2)=C[C@@H](c2ccc(Br)cc2)[C@@H]1CCCO	25	1	0.9	0.8	-12	3.1	3	-0.9	7	-0.3	19
CCOc1cc(C(c2c(C)[nH][nH]c2=O)c2c(C)[nH][nH]c2=O)ccc1OS(=O)(=O)c1ccccc1	1	0.9	0.9	0.8	/	0.1	-1	-0.1	5	-0.1	21
CCCCN(C)CCC(=O)Nc1ccc(C)cc1	90*	1.1	1.2	1	-4	0.3	-7	/	1	-0.2	-1
CC1NC(=O)N(C)C2NC(=O)N(C)C(c3ccccc3)C12 (stereo unspecified)	-4	1.1	1.1	0.9	1	0.1	3	0.4	6	-0.1	13
Cc1cccc(NC(=O)c2ccc(NS(=O)(=O)c3c(C)noc3C)cc2)c1	0	0.9	0.9	0.7	-6	0.7	-6	1.8	10	0.1	32
O=C(NCc1ccc(N2CCCC2=O)cc1)c1ccc(F)cc1	-2	1	1	0.7	-21	1.4	6	0.3	2	0.0	28
c1ccc(Cc2nc3ccccc3o2)cc1	-3	1	1	1	/	0.6	8	0.4	2	-0.3	4
Later entries
SMILES	L major viab	PMI act satM6P	PMI act	Diaph act CS	S1P3 antag	RAM network inh	TLR4 MyD88 comp	DTT redox prof	G6PDH CS	Hsp70 activator	Diaph inh CS
COC(CNC(=O)c1cc(C)nn1-c1ccccc1)OC	9	0.9	1	0.9	/	0.7	-1	1.4	12	0.1	11
O=C(CSc1ccc(-c2ccc(Cl)cc2)nn1)N1CCCc2ccccc21	-3	1	0.9	0.9	-2	4.8	-8	2.4	-22	-0.2	12
COc1ccc2cc(C(=O)N3CCOCC3)sc(=O)c2c1OC	-5	1	1	0.8	0	0.3	-5	-1.1	2	0.0	15
CC(C)CN1CCN(Cc2nc3ccccc3s2)CC1CCO (stereo unspecified)	6	0.9	0.9	0.9	5	1.7	-4	-1.0	5	-0.2	12
COc1ccc(Nc2nc3ccccc3nc2-n2nc(C)cc2C)cc1	-5	1	1	0.8	/	0.7	7	6.0	3	-0.3	16
COc1ccc(OC)c(S(=O)(=O)Nc2ccc3oc4c(c3c2)C(=O)CCC4)c1	0	0.8	0.8	0.8	-4	0.8	1	2.7	16	-0.3	19
COC(=O)CCC(=O)c1oc2ccc(Cl)cc2c1NC(=O)CCCN1C(=O)c2ccccc2C1=O	-3	1.6	1.3	1.1	0	2.3	-4	2.6	2	-0.4	-5
CCOc1ccc(C(C#N)N2CCOCC2)cc1OC (stereo unspecified)	-6	0.9	0.9	1	-4	0.2	-13	-0.6	5	-0.4	-2
Cc1nnc(NC(=O)c2ccc(C)c(S(=O)(=O)N3CCCCCC3)c2)s1	-2	0.9	1	0.9	-11	4.3	-7	-1.7	-2	0.1	10

Record cards, as listed above.
Record of `COCCN(C(=O)/C=C/c1ccccc1)c1nnc(-c2cccnc2)s1` → L major viab: -3; PMI act satM6P: 1.1; PMI act: 1.2; Diaph act CS: 0.9; S1P3 antag: -6; RAM network inh: 4.1; TLR4 MyD88 comp: 2; DTT redox prof: 1.1; G6PDH CS: -2; Hsp70 activator: -0.4; Diaph inh CS: 10
Record of `c1ccc(Cc2nc3ccccc3o2)cc1` → L major viab: -3; PMI act satM6P: 1; PMI act: 1; Diaph act CS: 1; S1P3 antag: /; RAM network inh: 0.6; TLR4 MyD88 comp: 8; DTT redox prof: 0.4; G6PDH CS: 2; Hsp70 activator: -0.3; Diaph inh CS: 4
